From PubChem BioAssay
GLS inh – inhibitors of human glutaminase (GLS); O94925; GLS enzymatic activity, qHTS titration; Potency, µM (titrated, usually from 45.5 µM), for inactives: at the highest dose activity change, negative = inhibition, actives largely listed as inhibitors; 410,000 tested, 0.21% active; note: potency is the fitted concentration of half-maximal effect; % is set by controls: 0 for no effect and ±100 for the full control effect
Target sequence (O94925 whole entry, looked up): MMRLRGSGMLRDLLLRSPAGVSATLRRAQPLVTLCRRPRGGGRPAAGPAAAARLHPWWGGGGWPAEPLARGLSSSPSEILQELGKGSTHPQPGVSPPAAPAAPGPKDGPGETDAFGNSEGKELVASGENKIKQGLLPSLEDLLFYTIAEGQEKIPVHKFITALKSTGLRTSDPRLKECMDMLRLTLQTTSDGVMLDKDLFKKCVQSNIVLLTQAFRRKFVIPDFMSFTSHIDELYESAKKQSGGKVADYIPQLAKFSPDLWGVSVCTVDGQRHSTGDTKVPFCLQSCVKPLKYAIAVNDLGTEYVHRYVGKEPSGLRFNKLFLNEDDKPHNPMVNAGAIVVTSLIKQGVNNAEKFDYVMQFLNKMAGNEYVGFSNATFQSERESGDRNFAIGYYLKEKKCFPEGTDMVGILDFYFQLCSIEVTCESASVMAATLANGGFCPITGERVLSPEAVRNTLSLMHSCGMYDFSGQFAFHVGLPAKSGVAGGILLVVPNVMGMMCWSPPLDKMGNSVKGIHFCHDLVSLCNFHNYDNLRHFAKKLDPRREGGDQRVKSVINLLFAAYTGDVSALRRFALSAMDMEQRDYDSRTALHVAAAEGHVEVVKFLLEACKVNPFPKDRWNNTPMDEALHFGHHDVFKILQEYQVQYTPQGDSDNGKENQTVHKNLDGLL
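Read-out is an Amplex red fluorescence increase coupled through glutamate oxidase and HRP, measured before and after 30 min room-temperature incubation. hKGA is in 45 mM KH2PO4 (pH 8.2) with 0.02% Tween-20; glutamine added as 1mM solution.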
ERG Ets-DNA blk – blocks human ERG Ets domain binding to DNA. fluorescence polarization, His-ERG Ets domain / labelled DNA. 370,000 tested, 0.028% active. Potency, µM (highest dose often 76.9 µM), for the others: at the highest dose FP activity, negative = inhibition, usual class: inhibitors. AID 624246. P11308; active = well fitted inhibition curve with a large enough effect in the polarisation, with a control signal flat; inconclusive = small, poorly fitted or top-dose-only effect, or effect the other way, or a change in a side signal; inactive = no such curve, though single readings can be large or run the other way; the % refers to the polarisation;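 note: polarization taken with two DNA probes labelled with fluorescein and Texas red; potency is the fitted concentration of half-maximal effect; % of control where 0% means no effect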
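His-tagged ERG Ets domain (1 uM in the protein solution; 300mM KCl, 50mM Tris-HCl, 1mM EDTA, 1mM DTT, pH 7.5) received compound, then a probe mix of 5 nM fluorescein-DNA and 100nM Texas-615-DNA. Fluorescence polarization was read for both dyes.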
HP1b binding inh – blocks HP1-beta chromodomain binding to methylated histone tails; P83916; AlphaScreen HP1-beta / biotin-H3K9me3 peptide binding; Potency, µM (highest dose often 114 µM), for the others: at the top dose activity change, negative = inhibition, hits mostly inhibitors; 390,000 tested, 0.56% active; AID 540317; note: potency is the fitted concentration of half-maximal effect; nearly all actives have a fitted effect of over 70% in size; inactives centre near 23
Target sequence (P83916 whole entry, looked up): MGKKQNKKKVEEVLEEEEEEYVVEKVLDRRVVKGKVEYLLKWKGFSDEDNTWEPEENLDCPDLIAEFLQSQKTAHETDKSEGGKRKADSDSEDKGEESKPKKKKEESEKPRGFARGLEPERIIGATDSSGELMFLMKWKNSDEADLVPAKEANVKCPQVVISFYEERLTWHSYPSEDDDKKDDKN
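AlphaScreen: HP1-beta (50 nM) preformed 30 min with biotin-H3(1-18)K9me3 peptide (50 nM) in PBS pH 7.4, 0.01% Tween-20. Compound added for 30 min at RT, then streptavidin donor/nickel chelate acceptor beads (10 ug/mL) for 30 min.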
G9a inh – blocks human histone lysine methyltransferase G9a. 350,000 tested, 8.8% active. Potency, µM (top dose mostly 102 µM), without a hit: top-dose activity, negative = inhibition, hits mostly inhibitors. AID 504332. Q96KQ7. G9a H3K9 monomethylation, AlphaScreen, 2 h; note: potency is the fitted concentration of half-maximal effect; % is set by controls: 0 for no effect and ±100 for the full control effect; nearly all actives have a fitted effect of over 75% in size
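Quantitative HTS format: methyltransferase activity on a biotin-tagged H3K9 peptide is measured by AlphaScreen, using a rabbit anti-monomethyl-H3K9 antibody with streptavidin donor and anti-IgG acceptor beads. Final levels are 20 nM enzyme, 500 nM peptide, 20 uM SAM; 2 h RT.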
JMJD2A Tudor inh – inhibitors of human JMJD2A Tudor domain | O75164 | AlphaScreen JMJD2A-Tudor / H3K4me3 peptide binding | Potency, µM (top dose mostly 114 µM), for the others: at the highest dose activity change, negative = inhibition, usual class: inhibitors | 390,000 tested, 4.4% active | AID 504339; note: potency is the fitted concentration of half-maximal effect; % is set by controls: 0 for no effect and ±100 for the full control effect; nearly all actives have a fitted effect of over 50% in size
RGS4 inh – inhibitors of human regulator of G protein signaling 4; P49798; Transcreener GDP fluorescence polarization, RGS4-accelerated GTP hydrolysis; Potency, µM (doses to about 114 µM), without a hit: at the top dose activity change, negative = inhibition, actives largely listed as inhibitors; 390,000 tested, 0.039% active; AID 504845; note: potency is the fitted concentration of half-maximal effect; % is set by controls: 0 for no effect and ±100 for the full control effect; nearly all actives have a fitted effect of over 75% in size; some results filed as inactive show a strong effect at the top dose
Target sequence (P49798 whole entry, looked up): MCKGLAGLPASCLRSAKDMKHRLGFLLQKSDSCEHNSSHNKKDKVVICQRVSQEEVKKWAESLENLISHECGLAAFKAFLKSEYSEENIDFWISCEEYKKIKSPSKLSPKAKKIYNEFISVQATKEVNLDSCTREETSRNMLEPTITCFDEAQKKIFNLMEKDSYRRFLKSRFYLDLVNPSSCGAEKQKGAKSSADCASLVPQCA
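MLSMR compounds (23 nl, pin-transferred) preincubated 10 min at room temperature with a 500nM (2x) first reagent, then RGS4 at 900nM (2x) plus Transcreener GDP mix added; fluorescence polarization (620/688 nm) read before and after 90 min at 30 °C.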
ALOX12 inh – blocks human arachidonate 12S-lipoxygenase; P18054; purified 12hLO, xylenol orange hydroperoxide absorbance; Potency, µM (highest dose often 108 µM), for the others: at the top dose activity change, negative = inhibition, hits mostly inhibitors; 580,000 tested, 1.1% active; AID 1671190; note: potency is the fitted concentration of half-maximal effect; % is set by controls: 0 for no effect and ±100 for the full control effect
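Purified human 12hLO at 150 nM in 25 mM Hepes, 0.01% Triton X-100, pH 7.0, preincubated 15 min at room temperature with compound. Reaction started with 40 uM arachidonic acid, 30 min at room temperature. Hydroperoxide measured by Fe-xylenol orange, 573/405 nm absorbance ratio.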
PI4K2A block – inhibitors of human PI4K2A; purified PI4K2A, ADP-Glo luminescence, 1 h; hits give low values; activity change, negative = inhibition, % at 76.9 µM; 420,000 tested, 0.13% active; in the data active = activity change below about -50%; inconclusive = mostly about -30% to -49%;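 note: -100% = wells without enzyme as full effect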
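PI4K2A activity was measured by ADP-Glo luminescence: enzyme (4 ug/mL stock) and phosphatidylinositol (1.2 mM stock) in Tris pH 7.5/MgCl2/EGTA/Triton X-100 buffer were reacted with ATP (300 microM stock) for one hour at ambient temperature.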
BAZ2B inh – inhibitors of human BAZ2B bromodomain; Q9UIF8; AlphaScreen BAZ2B-H3K14Ac peptide displacement; 360,000 tested, 4.4% active; AID 504333; Potency, µM (top dose mostly 114 µM), for the others: top-dose activity change, negative = inhibition, most hits filed as inhibitors; note: potency is the fitted concentration of half-maximal effect; % is set by controls: 0 for no effect and ±100 for the full control effect; nearly all actives have a fitted effect of over 60% in size
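Compounds, titrated to a top concentration of 110 uM, were incubated 30 min at room temperature with preformed BAZ2B/acetyl-K14 H3 peptide complex (50 nM each). Proximity signal was measured by AlphaScreen after 20 min with beads.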
* hit, by the source's call; ? = inconclusive; nt = not tested or not shown; & = joins results of further samples; [ ] = remark or other dose. Unless noted, calls come from the whole dose curve; as a rule, active = well fitted curve in the direction sought with a large enough effect; inconclusive = small, poorly fitted or top-dose-only effect, or another doubt; inactive = no such curve, though single readings can be large; an effect the other way counts as inactive or inconclusive. Some of the compounds tested. The share of hits here may be higher or lower than overall.

SMILES	GLS inh	ERG Ets-DNA blk	HP1b binding inh	G9a inh	JMJD2A Tudor inh	RGS4 inh	ALOX12 inh	PI4K2A block	BAZ2B inh
COC(CNC(=O)c1ccc(CS(=O)(=O)c2ccccc2)o1)OC	4%	-6%	30%	-10%[2.33 µM]	-17%	11%	-22%	1	4%
O=C(CCc1ccccc1)Nc1cc2c(cc1C(=O)O)OCCCO2	-11%	-5%	16%	nt	-17%	34%	-25%	-1	nt
COc1ccc(C(CCN2CCCCC2)c2c(O)cc(OC)cc2OC)cc1 (configuration not stated)	5%	0%	2%&18%	25%[12.7 µM]	-26%&-20%	16%&-22%	11%	-2	-18%
Cc1cc2cc(C#N)c(N3CCOCC3)nc2cc1Cl	1%	0%	164%[activator]	-3%[2.33 µM]	173%[activator]	-26%	-23%	0	169%[activator]
Nc1nc(=S)[nH]c2c1C1(CCCC1)Cc1ccccc1-2	-4%	10%	24%	-4%	-18%	4%	?	-17	-5%
CN(C)CCNC(=O)CNC(=S)N(CCCN1CCOCC1)Cc1cccs1	1%	-5%	18%	?	-10%	-15%	-16%	-3	-3%
COc1ccc2c(c1)C(=O)N(Cc1ccccc1)C(=O)C2(C)C	-20%	7%	56%[activator]	33%[59 µM]	77%[activator]	21%	2%	-5	53%[activator]
COc1cc2c(=O)n(Cc3ccccc3)c(=O)n(CC(=O)Nc3cc(C(F)(F)F)ccc3Cl)c2cc1OC	-4%	9%	47%[activator]	28%[59 µM]	-11%	20%	-19%	-3	39%
COc1cc(C(=O)Nc2ccc(C)cn2)c([N+](=O)[O-])cc1OC	2%	-3%	11%	-35%	-15%	-2%	17%	10	-2%
COc1ccc(Cl)cc1NC(=O)c1cc(C)nn1-c1ccccc1	7%	0%	60%[activator]	2%[59 µM]	5%	-1%	0%	0	?
CC1CN(C(=S)Nc2ccccc2)C(C)CN1C=O (configuration not stated)	-8%	0%	15%[57 µM]	nt	6%	-15%	-17%	3	nt
COc1cccc(NC(=O)CN(C)C(=O)c2sc3cc(Cl)ccc3c2Cl)c1	-1%	2%	-1%	4%[0.501 µM]	-28%	-7%	3%	-1	4%
COc1ccc(CCN2C(=O)CC(Cc3ccccc3)C2=O)cc1OC (configuration not stated)	-1%	2%	34%	10%	1%	13%	2%	4	-8%
Cc1ccc(OCc2nc(-c3ccc(C(=O)N4CCN(c5cc(Cl)ccc5C)CC4)cc3)oc2C)cc1	-1%	0%	25%	-30%[59 µM]	-9%	15%	-2%	1	-20%
CCc1ccc(OCC(=O)Nc2ccc3c(c2)c2ccccc2n3CC)c(Br)c1	-5%	4%	29%	-27%[59 µM]	-11%	-13%	-9%	-3	0%
NC(=O)CN1C(=O)C(O)(CC(=O)/C=C\c2ccc3c(c2)OCO3)c2ccccc21 (configuration not stated)	-7%	-2%	21%	?	0%	-47%	-9%	-2	-22%
Cc1nc(C)n(CC(O)COc2ccc3ccccc3c2)n1 (configuration not stated)	-1%	1%	26%	-30%[12.7 µM]	-5%	-13%	2%	-5	5%
O=C(Nc1ccc(F)cc1F)c1cccn1-c1ncc(C(F)(F)F)cc1Cl	0%	-22%	41%[activator]	?	3%	13%	4%	3	5%
Cn1c(=O)c2c(SCC(=O)Nc3ccc(F)cc3F)nc(C3CCCC3)nc2n(C)c1=O	4%	2%	17%[57 µM]	13%[59 µM]	-13%	-1%	-20%	-1	-10%
CC1(C)CC(C(=O)Nc2ccccc2)C(=O)O1 (configuration not stated)	4%	0%[15.4 µM]	25%	nt	3%	11%	0%	0	nt
CCCOc1ccc(CSc2nc3ccccc3[nH]2)cc1	-2%	1%	42%	nt	1%	-28%	-8%	-4	9%
CCOC(=O)C1=C(CCc2ccccc2)NC(=O)NC1c1ccc2ccccc2c1 (configuration not stated)	-5%	-7%	23%	-5%	-21%	-6%	-4%	0	-33%
COc1ccc(/C=N/NC(=O)Nc2cccc3nsnc23)c(OC)c1	1%	6%	36%	-1%[59 µM]	-9%	-26%	0%	1	3%
O=C(CSc1nnc(-c2ccco2)n1-c1ccccc1)NCC1CCCO1 (configuration not stated)	0%	-12%	31%	5%	3%	-6%	6%	-1	-7%
COc1ccc(C(=O)NCCc2ccc(C(F)(F)F)cc2)cc1S(=O)(=O)N1CCOCC1	1%	nt	27%	-1%[12.7 µM]	-1%	21%	-15%	4	0%
CCC(CC)C(=O)Nc1cc(C(=O)OC)cc(C(=O)OC)c1	-12%	-6%	13%	-33%[12.7 µM]	-17%	-3%	7%	-5	1%
CC(C)c1ccc(S(=O)(=O)N2CCC3(CC2)OCCO3)cc1	14%	9%	26%	-5%	-14%	-22%	21%	2	2%
O=C(Nc1ccc(F)c(F)c1)c1cc(S(=O)(=O)NCc2ccc3c(c2)OCO3)ccc1F	2%	0%	29%	3%[59 µM]	-26%	-13%	-10%	8	3%
Cc1nn(-c2ccccc2)c(C)c1/C=N/NC(=O)c1cc(C2CC2)[nH]n1	-2%	3%	45%	5%	-9%	-11%	11%	-2	11%
COc1cccc2cc(/C(=N/O)c3ccccc3)oc12	0%	-10%	24%	-19%	-16%	23%[56.9 µM]	?	4	-36%
COCCn1c(C)cc(C(=O)CN2CCCCC2)c1C	21%	0%	27%	-28%	-19%	16%	4%	-1	?
CCOC(=O)c1ccc(-c2c(-c3ccccc3OC)sc3ccc(OC)cc23)cc1F	1%	5%	43%[activator]	nt	-12%	-1%	-14%	-29	nt
CN(C)CCCNCCCNC(=O)c1ccncc1	-6%	-3%	33%	?	-22%	-18%	-3%	0	-6%
CC/C(=N\NC(=O)c1nnn(-c2nonc2N)c1-c1ccc2c(c1)OCO2)c1ccccc1	9%	0%	32%	48%	-16%	18%	8%	-29	-14%[57.1 µM]
CCCn1c(C2CCCN2c2nc(-c3ccc(C)cc3)cs2)nc2ccccc21 (configuration not stated)	8%	-6%	-11%	40µM*	-28%	-11%	-9%	1	?
CCC(NC(=O)NNC(=O)c1ccncc1)(C(F)(F)F)C(F)(F)F	-36%	-10%	33%	1%	-10%	-30%	339%[activator]	3	-17%
COC(=O)c1c(C(=O)OC)c(-c2ccc(F)cc2)n2c1CS(=O)C2 (configuration not stated)	1%	4%	16%	?	-1%	22%	18%	0	1%
CCCc1cc(C(=O)NNC(=S)NC(C)c2ccccc2)cs1 (configuration not stated)	-1%	-3%	8%	50µM*	-23%	-35%	?	-1	-3%
O=C(OC(C(=O)O)C(OC(=O)c1ccccc1)C(=O)NCc1ccccc1)c1ccccc1 (configuration not stated)	5%	-5%	10%	5%[0.501 µM]	-20%	-9%	0%	1	5%
CCCNS(=O)(=O)c1ccc(CCC(=O)NCC2CCCO2)cc1 (configuration not stated)	8%	0%	15%	17%[59 µM]	-17%	0%	6%	-1	-2%

In the list so far, 2 have a COOH group.
SMILES	GLS inh	ERG Ets-DNA blk	HP1b binding inh	G9a inh	JMJD2A Tudor inh	RGS4 inh	ALOX12 inh	PI4K2A block	BAZ2B inh
O=C(CCc1ccccc1)Nc1cc2c(cc1C(=O)O)OCCCO2	-11%	-5%	16%	nt	-17%	34%	-25%	-1	nt
O=C(OC(C(=O)O)C(OC(=O)c1ccccc1)C(=O)NCc1ccccc1)c1ccccc1 (configuration not stated)	5%	-5%	10%	5%[0.501 µM]	-20%	-9%	0%	1	5%

Continued:
SMILES	GLS inh	ERG Ets-DNA blk	HP1b binding inh	G9a inh	JMJD2A Tudor inh	RGS4 inh	ALOX12 inh	PI4K2A block	BAZ2B inh
COc1ccc(-c2csc(NC(=O)CSc3ncn[nH]3)n2)cc1OC	3%	-5%	14%	-34%	-17%	1%	11%	-3	-24%
O=c1cc(CO)occ1OCc1ccccc1	5%	5%	44%[activator]	-46%[59 µM]	-11%	44%	1%	2	28%
CCc1nc2ccccc2n(CCOCCOCCn2c(=O)c(CC)nc3ccccc32)c1=O	7%	-6%	44%	-22%	9%	9%	-1%	1	-5%
COc1cc(C(=O)c2cocc2C(=O)c2ccc3c(c2)OCO3)cc(OC)c1OC	-4%	-7%	-1%	-5%	-19%	12%	0%	-5	-19%
CCOc1ccc(NC(=O)CN(C)C(=O)c2ccccc2SCc2c(C)noc2C)cc1OCC	2%	-27%	31%	-32%	-13%	16%	8%	2	0%
COc1ccc(NC(=O)c2ccc(OC)c(S(=O)(=O)N3CCCCC3C)c2)cn1 (configuration not stated)	-2%	18%	35%[activator]	-17%[59 µM]	0%	-11%	-5%	-5	1%
COCCN1C=C(C(=O)OC)C(c2ccc(OC)c(OC)c2)C(C(=O)OC)=C1	-10%	-6%	34%	-32%	7%	6%	0%	12	11%
O=C(O)CSc1nnc(COc2ccc(Br)cc2)n1-c1ccccc1	6%	-1%	28%	21%[0.501 µM]	-16%	-19%	?	-3	-7%
Cc1nn(C(=O)c2ccccc2)c(C)c1S(=O)(=O)N1CCOCC1	-6%	1%	26%[57 µM]	?	-22%	-2%	-4%	0	-2%
COc1ccc(OC)c2sc(N3CCN(c4ccccc4)CC3)nc12	25%	1%	?	nt	?	-39%	-28%	0	nt
COC(=O)NCc1cccc(CNC(=O)OC)c1	5%	-5%	24%	?	-11%	23%	-4%	-3	3%
Cc1cc(-c2ccccc2)n(-c2cc(N/N=C/c3ccccc3O)ncn2)n1	11%	6%	19%	112%[activator][59 µM]	-21%	3%	-6%	2	0%
